KLK5 inh = kallikrein 5 (human) inhibition | inhibition, % at 5 µM | recombinant hK5, fluorogenic AMC substrate cleavage | hit rate 0.59% among 210,000;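 active = inhibition of 40% or more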;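 also: 0% = enzyme controls without compound and 100% = no-enzyme blanks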
FXIa inh 1536 = factor XIa (human) inhibition | P03951 | purified FXIa, Boc-Glu-Ala-Arg-AMC fluorogenic substrate | inhibition, % at 5 µM | hit rate 0.14% among 220,000 | AID 798;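 active = inhibition of at least 40%; inactive = inhibition below 40%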;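 also: fluorescence of freed AMC excited at 355 nm; 0% = enzyme without compound and 100% = no enzyme blank; many of its hits are not listed in these tables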
FXIIa inh = blocks human coagulation factor XIIa protease activity; purified FXIIa, Boc-QGR-AMC fluorogenic substrate, 2 h; inhibition, % at 5 µM; hit rate 0.3% among 220,000; in the data active = inhibition above about 40%;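 also: 0% = enzyme with no compound and 100% = blank without enzyme; many of its hits are not listed in these tables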
p97 inhibitor = inhibitors of human p97 ATPase. inhibition, % at 8 µM. recombinant p97 ATPase, Kinase-Glo ATP luminescence, 3 h. hit rate 0.42% among 220,000. P55072; in the data active = inhibition above about 15%;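 also: 0% = DMSO vehicle and 100% = wells lacking enzyme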
PERK inh = inhibitors of human PERK kinase; Q9NZJ5; CHO PERK-DD fusion, SEAP luminescence translation reporter; inhibition, % at 5.6 µM; hit rate 0.17% among 220,000;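 active = inhibition above the mean inhibition of all tested compounds plus 3 SD, set separately per screening campaign, cut at about 2.9% in these data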;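 also: PERK kinase domain activated by AP20187 dimerizer at 100 nM; 0% = DMSO with dimerizer and 100% = rapamycin at 8.4 µM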
Furin inhibitor = blocks human furin protease activity. P09958. purified furin, fluorogenic substrate cleavage. hit rate 0.061% among 220,000. AID 463115. inhibition, % at 30 µM; in the data active = inhibition above about 25%; also: inactives centre near -15
thrombin 1536 = blocks human thrombin protease activity | alpha-thrombin, Boc-VPR-AMC fluorogenic substrate cleavage | hit rate 0.26% among 220,000 | AID 1046 | inhibition, % at 5 µM;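 active = inhibition at or above 40%; inactive = inhibition below 40%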;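 also: 0% = enzyme with no compound and 100% = wells without enzyme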
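signal = AMC fluorescence, 355/460 nm | material = human alpha-thrombin enzyme | control set = enzyme without compound as high, wells lacking enzyme as low | times = reaction at room temperature | read-out basis = percent inhibition scaled between no-compound controls and no-enzyme blanks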
Wee1 degr inh = inhibitors of human Wee1 degradation; HeLa Luc-Wee1K328M stability, luciferase luminescence; 100% = proteasome inhibitor MG132 effect; reporter increase, % at 5 µM; hit rate 1.2% among 220,000; AID 1321;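 active = activation above the mean of all tested compounds plus 3 SD, set per screening run, cut at about 8.8% in these data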;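 also: cells exposed to compound for 20 h before luminescence read; 0% = DMSO alone and 100% = MG132 at 30 µM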
Cl transport mod = KCC2 (human) Cl- transport modulation; Q9H2X9; KCC2 cells, thallium flux FluoZin-2 fluorescence; B-score of Tl+ flux slope (higher = more flux/activation; lower = inhibition) at 10 µM; hit rate 2.2% among 190,000; AID 1456;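 active = thallium flux slope and its plate-corrected score both differing from the plate sample mean at a set confidence after two filtering rounds, in either direction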;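 also: slope of fluorescence scaled to starting intensity during 10 to 20 s after thallium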
Target sequence (Q9H2X9 whole entry, looked up): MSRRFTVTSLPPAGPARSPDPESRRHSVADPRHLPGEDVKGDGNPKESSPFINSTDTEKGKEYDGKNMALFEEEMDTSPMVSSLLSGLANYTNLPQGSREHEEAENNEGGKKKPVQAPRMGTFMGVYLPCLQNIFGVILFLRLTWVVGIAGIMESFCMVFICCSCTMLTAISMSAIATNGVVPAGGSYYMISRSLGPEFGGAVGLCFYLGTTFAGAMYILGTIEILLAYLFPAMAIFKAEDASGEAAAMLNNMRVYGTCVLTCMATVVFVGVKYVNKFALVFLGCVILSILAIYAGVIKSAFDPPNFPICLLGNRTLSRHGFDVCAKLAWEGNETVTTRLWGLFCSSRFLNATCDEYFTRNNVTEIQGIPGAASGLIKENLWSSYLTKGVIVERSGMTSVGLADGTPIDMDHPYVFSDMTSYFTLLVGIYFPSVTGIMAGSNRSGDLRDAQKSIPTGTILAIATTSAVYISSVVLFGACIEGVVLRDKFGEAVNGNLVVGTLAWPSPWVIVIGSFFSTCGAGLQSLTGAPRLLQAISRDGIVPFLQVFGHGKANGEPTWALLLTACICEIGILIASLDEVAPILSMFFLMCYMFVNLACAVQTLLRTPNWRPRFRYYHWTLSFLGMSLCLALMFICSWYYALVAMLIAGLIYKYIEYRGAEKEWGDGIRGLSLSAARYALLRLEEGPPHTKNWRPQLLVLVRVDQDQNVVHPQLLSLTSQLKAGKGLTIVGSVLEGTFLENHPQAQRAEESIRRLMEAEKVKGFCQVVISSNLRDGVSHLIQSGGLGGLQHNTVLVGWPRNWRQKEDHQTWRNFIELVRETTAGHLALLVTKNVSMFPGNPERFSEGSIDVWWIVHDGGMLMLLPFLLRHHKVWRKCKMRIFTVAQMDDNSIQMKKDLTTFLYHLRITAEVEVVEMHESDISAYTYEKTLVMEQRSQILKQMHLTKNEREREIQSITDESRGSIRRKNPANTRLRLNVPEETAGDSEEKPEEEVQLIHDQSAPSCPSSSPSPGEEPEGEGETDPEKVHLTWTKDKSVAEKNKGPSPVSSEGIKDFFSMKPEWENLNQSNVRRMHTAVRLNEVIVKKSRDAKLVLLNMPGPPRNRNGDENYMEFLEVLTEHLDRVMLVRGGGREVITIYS
The depositor's hits bear a star; / = not tested or not shown; [ ] = remark or other dose. Hits appear at their usual frequency; overall some 4.4% were active at least once.

| item | SMILES | FXIIa inh | PERK inh | Furin inhibitor | FXIa inh 1536 | Wee1 degr inh | p97 inhibitor | KLK5 inh | Cl transport mod | thrombin 1536 |
| --- | --- | --- | --- | --- | --- | --- | --- | --- | --- | --- |
| 1 | Cc1ccc(CN(CC2CCCO2)C(=O)CN2C(=O)C(C(C)C)Oc3ccccc32)o1 (stereo not drawn) | 21.1 | -0.5 | -7.4 | 6.5 | -2.8 | 0.1 | -8.9 | 0.0215 | -1.2 |
| 2 | O=C(CSc1nccc(=O)[nH]1)c1ccccc1Br | 9.9 | 1.2 | -21.3[20 µM] | -3.7 | -1.3 | 5.7 | -14.9 | 0.0666 | 0.7 |
| 3 | O=C(c1ccc2c(c1)OCCO2)N1CCN(Cc2ccccc2)CC1 | 14.7 | -0.5 | -5.3[20 µM] | 4.0 | -1.8 | -8.0 | 3.5 | -2.43 | 3.8 |
| 4 | CCC(C)NC(=O)c1cnn2c1NC(c1ccc3c(c1)OCO3)CC2C(F)(F)F (stereo not drawn) | 23.2 | -0.7 | -31.1 | -3.7 | 0.4 | 2.6 | -0.5 | -0.722 | 2.7 |
| 5 | CCn1c(SCc2ccc(C(=O)OC)o2)nc2sc3c(c2c1=O)CCCC3 | 7.8 | -0.6 | 9.8 | 2.5 | 1.8 | -6.4 | -10.0 | 2.41 | 5.0 |
| 6 | Cc1noc(C)c1C(=O)NC(C)c1ccc(Cl)cc1Cl (stereo not drawn) | 8.8 | 0.3 | -9.5 | 2.9 | 0.2 | -5.2 | 2.7 | -0.848 | -9.6 |
| 7 | CN(C)C(CNC(=O)CCCc1c[nH]c2ccccc12)c1ccco1 (stereo not drawn) | 14.3 | -0.6 | -19.8 | -3.5 | -1.4 | 1.8 | -11.4 | -0.106 | -11.9 |
| 8 | CCS(=O)(=O)N1CCC(C(=O)NCCCN2CCN(c3ccccc3F)CC2)CC1 | 15.4 | 0.9 | -9.5 | -3.6 | -1.1 | -1.6 | -11.1 | 0.208 | -0.8 |
| 9 | CCOc1cc(/C=N/NC(=O)CCCC(=O)NC2CCCCC2)ccc1O | 3.5 | 0.7 | -9.2 | -0.9 | -1.4 | 3.5 | -17.5 | 0.351 | -11.6 |
| 10 | CC(C)NC(=O)c1onc(CSc2ccc(Cl)cc2)c1C(=O)NC(C)C | -0.2 | / | -11.1 | -2.3 | / | / | -1.8 | 2.39* | -9.4 |
| 11 | COc1ccc(C(=O)N2CCOCC2)cc1Br | 15.2 | 1.2 | -21.3[20 µM] | 4.0 | -0.9 | 3.5 | 8.6 | / | 0.8 |
| 12 | CS(=O)(=O)N(CC(=O)NCc1ccncc1)c1cc(Cl)cc(Cl)c1 | 13.3 | 0.1 | -16.6 | 7.8 | 0.0 | 0.8 | -7.7 | 0.143 | 3.0 |
| 13 | CC(C)Cn1c(O)c2ccc(C(=O)N=NC(=O)c3cccnc3)cc2c1O | 6.9 | 0.6 | -4.0 | -5.1 | 7.9 | 2.6 | 1.4 | -0.534 | -7.3 |
| 14 | O=C(NCc1ccco1)c1csc(Nc2ccccc2Cl)n1 | 9.1 | 0.1 | -14.1[20 µM] | -2.0 | -2.9 | -1.3 | -5.2 | -0.305 | -3.4 |
| 15 | Cc1cc(NCc2ccccn2)n2c(nc3ccccc32)c1C#N | -0.3 | 0.3 | -22.0 | -3.4 | -2.8 | 10.3 | -6.1 | 0.147 | 1.1 |
| 16 | CCc1ccc(-n2c(O)c(C=NCCN(CC)CC)c(=O)[nH]c2=O)cc1 | 1.1 | 1.5 | -15.9 | -4.8 | 0.7 | -4.0 | -20.1 | / | -9.8 |
| 17 | O=C(CN1CCOCC1)Nc1ccc(Oc2ccc(NC(=O)CN3CCOCC3)cc2)cc1 | 23.0 | 0.8 | -27.8[20 µM] | 7.1 | -1.2 | 1.6 | -6.2 | 0.868 | -3.0 |
| 18 | CC(=O)N1CCN(c2ccc(NCc3ccc(C)s3)cc2)CC1 | 12.8 | 0.8 | -32.5 | -1.3 | -1.2 | -3.9 | -4.9 | / | -3.6 |
| 19 | Cc1ccc2c(c1)c(C)cc[n+]2Cc1ccccc1 | 13.7 | -0.1 | -9.4 | 4.7 | 0.3 | 5.9 | -2.5 | 0.257 | -10.1 |
| 20 | COc1ccc(CCN2C(=S)NC3CC2(C)Oc2ccc([N+](=O)[O-])cc23)cc1OC (stereo not drawn) | 14.8 | -0.5 | -11.2[20 µM] | 5.5 | -0.3 | 2.9 | -2.7 | 0.873 | 6.2 |
| 21 | CCOC(=O)c1c(C)[n+]([O-])c2ccc3c(non3O)c12 | 2.7 | 0.7 | -14.2 | -4.2 | 2.0 | 6.0 | -3.1 | 0.00875 | -3.7 |
| 22 | Cn1nnnc1SCC(=O)c1ccc2c(c1)OCCO2 | 6.2 | 0.4 | -14.9 | -1.9 | -1.0 | 0.5 | -1.1 | 0.665 | -8.6 |
| 23 | N#CCCNCC1(c2ccccc2)CCCC1 | 13.6 | 0.2 | 12.1[20 µM] | 5.0 | -3.1 | 2.3 | -17.2 | 0.55 | -0.2 |
| 24 | Cc1ccc(C(=O)NC(C)c2nc3ccccc3n2CC(=O)Nc2c(C)cc(C)cc2C)cc1 (stereo not drawn) | 7.7 | 2.0 | -34.7 | -4.3 | 1.6 | -2.0 | -4.8 | -0.885 | -3.1 |
| 25 | Cc1ccccc1OCCN1C(=O)NC2(CCc3ccccc32)C1=O (stereo not drawn) | 13.0 | -0.5 | -32.7[20 µM] | 6.4 | -0.2 | 0.9 | 0.7 | 0.114 | -2.2 |
| 26 | CC(C)(C)c1oc(C(=O)O)cc1CN1CCOCC1 | 11.9 | -0.2 | -21.6 | -0.1 | 1.5 | 5.6 | 1.1 | -0.0255 | 1.3 |
| 27 | CCOc1ccc(NC(=O)CN2C(=O)CSC2=O)cc1 | 8.3 | -0.2 | -24.0 | 0.1 | 1.6 | 2.0 | 2.5 | -0.0146 | -5.8 |
| 28 | CCc1ccc2[nH]cc(C(=O)N3CCCCCC3)c(=O)c2c1 | -1.9 | 0.7 | -25.8 | -5.8 | -0.5 | 7.5 | -1.9 | 0.625 | -3.5 |
| 29 | COCC(=O)Nc1cc(C(=O)Nc2ccccc2)ccc1Cl | 5.1 | -0.3 | -16.4 | 0.4 | 3.3 | -1.6 | 3.0 | / | -3.2 |
| 30 | COc1cccc(NC(=O)CSc2ncc(S(=O)(=O)c3ccccc3)c(=O)[nH]2)c1 | 4.4 | 1.6 | -12.4 | -4.3 | 2.4 | 3.8 | -3.0 | 0.463 | -4.9 |
| 31 | C=CCn1c(SCC(=O)c2ccc(NS(=O)(=O)c3ccccc3)cc2)nnc1-c1cccs1 | 10.2 | 0.9 | -14.6 | 7.7 | -4.2 | 5.7 | 4.8 | -0.796 | 2.0 |
| 32 | CN(C)c1ccc(/C=C(/C(=O)c2ccc(Cl)cc2Cl)n2cncn2)cc1 | 11.9 | -0.5 | 15.5 | 7.0 | 2.5 | -2.8 | 0.6 | -2.97 | 1.5 |
| 33 | COc1ccc(C(=O)N2CCCC(c3ccccc3)C2)cc1 (stereo not drawn) | -2.4 | -0.2 | 4.1 | -9.7 | 5.7 | -4.8 | -5.8 | -4.8* | 2.1 |
| 34 | N=C(N)SCc1ccc(Cl)cc1Cl | 6.6 | 0.4 | -21.3 | 16.7 | 3.2 | 2.5 | -13.7 | -0.817 | 0.6 |
| 35 | Cc1nnc(SCC(=O)N2c3ccccc3C(C)(c3ccccc3)CC2(C)C)s1 (stereo not drawn) | -1.1 | -1.1 | -8.8 | -5.6 | 0.5 | -3.9 | -15.0 | -0.825 | -10.3 |
| 36 | CC(C)(C)OC(=O)N1Cc2cc3ccccc3nc2C1CO (stereo not drawn) | 5.3 | -1.7 | -6.8 | -4.0 | -0.9 | 0.4 | -4.3 | 1.99 | -6.1 |
| 37 | Cn1c(=O)c2c(nc(NCc3ccco3)n2C)n(C)c1=O | 15.1 | 0.6 | -5.7[20 µM] | 0.0 | -1.3 | 2.0 | -15.8 | -0.349 | 2.3 |
| 38 | CCN1CCN(c2c(Cl)cccc2NC(=O)c2ccc3nsnc3c2)CC1 | 1.4 | -1.8 | -11.6 | -0.8 | 0.0 | 2.5 | -0.6 | 0.109 | -0.8 |
| 39 | Cc1ccc(OCC(=O)Nc2ccc(C)c(S(=O)(=O)N3CCCCC3)c2)c([N+](=O)[O-])n1 | 1.5 | -0.2 | -15.3 | 5.4 | 1.1 | 0.4 | -6.0 | -1.15 | 11.8 |
| 40 | CCC1(C)CC(CCNS(=O)(=O)c2ccc(C)cc2)(c2ccc(C)cc2)CCO1 (stereo not drawn) | -0.5 | 0.1 | -13.2[20 µM] | -2.3 | 2.6 | -4.2 | 3.0 | -0.173 | -0.4 |
| 41 | c1ccc(CCn2nnnc2CN2CCCc3ccccc32)cc1 | 7.9 | 0.1 | -6.5 | -3.9 | -0.3 | -4.5 | 3.8 | 0.31 | -3.1 |
| 42 | Nc1ccc2c(c1)-c1ccccc1S(=O)(=O)N2 | 7.8 | -0.4 | -21.7 | -0.4 | 3.8 | 13.2 | 3.9 | -0.571 | 2.8 |
| 43 | Cc1cnn(CCC(=O)NNC(=S)NCC(C)C)c1 | 6.9 | 1.4 | -24.0 | 6.1 | -1.1 | 5.1 | -14.1 | 1.7 | -0.7 |
| 44 | Cc1cc(C)n(CC(=O)N/N=C/c2ccccn2)n1 | 7.9 | -0.3 | -10.3 | 6.6 | -1.7 | 3.5 | 9.2 | 0.826 | -6.5 |
| 45 | COc1ccc(S(=O)NC2CCCCC2)c(OC)c1C (stereo not drawn) | -0.8 | 0.7 | -25.3[20 µM] | 3.1 | -1.1 | 1.8 | -2.8 | -0.125 | -15.1 |
| 46 | COC(=O)c1ccc(C(=O)OC)c(NC(=S)N2CCOCC2)c1 | 9.4 | 0.8 | -24.5 | -2.9 | -1.4 | -0.5 | -3.5 | 2.2 | -5.3 |
| 47 | Cc1occc1C(=O)Nc1ccc2c(c1)OCO2 | 15.2 | -0.6 | -20.1[20 µM] | 6.2 | 0.8 | -12.0 | 3.2 | / | 3.1 |
| 48 | Cc1cc(Cl)cc(Br)c1OCCCCn1cncn1 | 9.5 | 1.3 | 5.3[20 µM] | -1.1 | -0.5 | 2.6 | -12.8 | -0.106 | -3.6 |

Structures listed so far that contain an NH in an aromatic ring:
| item | SMILES | FXIIa inh | PERK inh | Furin inhibitor | FXIa inh 1536 | Wee1 degr inh | p97 inhibitor | KLK5 inh | Cl transport mod | thrombin 1536 |
| --- | --- | --- | --- | --- | --- | --- | --- | --- | --- | --- |
| 2 | O=C(CSc1nccc(=O)[nH]1)c1ccccc1Br | 9.9 | 1.2 | -21.3[20 µM] | -3.7 | -1.3 | 5.7 | -14.9 | 0.0666 | 0.7 |
| 7 | CN(C)C(CNC(=O)CCCc1c[nH]c2ccccc12)c1ccco1 (stereo not drawn) | 14.3 | -0.6 | -19.8 | -3.5 | -1.4 | 1.8 | -11.4 | -0.106 | -11.9 |
| 16 | CCc1ccc(-n2c(O)c(C=NCCN(CC)CC)c(=O)[nH]c2=O)cc1 | 1.1 | 1.5 | -15.9 | -4.8 | 0.7 | -4.0 | -20.1 | / | -9.8 |
| 28 | CCc1ccc2[nH]cc(C(=O)N3CCCCCC3)c(=O)c2c1 | -1.9 | 0.7 | -25.8 | -5.8 | -0.5 | 7.5 | -1.9 | 0.625 | -3.5 |
| 30 | COc1cccc(NC(=O)CSc2ncc(S(=O)(=O)c3ccccc3)c(=O)[nH]2)c1 | 4.4 | 1.6 | -12.4 | -4.3 | 2.4 | 3.8 | -3.0 | 0.463 | -4.9 |
